Source: PubChem BioAssay
mIAP act: activators of mouse IAP, primary screen, biochemical, luminescence, uHTS; intestinal alkaline phosphatase [Mus musculus]; muIAP, CDP-Star luminescence, 30 min; stronger effect = higher value; 1 = vehicle-only enzyme signal, 0 = enzyme-free wells; activation factor at 10 µM; actives 0.24% (n = 330,000); AID 2805, 2010;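 active = activation factor of at least 2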; note: the source names both 10 and 20 µM as test concentration; values of inactives mirror those of a sister screen read the other way
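System: mouse IAP enzyme. Reagent: CDP-Star chemiluminescent phosphatase substrate. Benchmarks: DMSO wells, no-enzyme wells. Times: 30 min enzyme-substrate-compound incubation at room temperature. Detection: luminescence from enzymatic CDP-Star hydrolysis. Doses: test compounds delivered from DMSO solution.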
APOBEC3A inh: APOBEC3A ssDNA deaminase inhibitors, primary screen, selectivity assay for APOBEC3G inhibitor project, biochemical, FAM/TAMRA oligo cleavage fluorescence; recombinant A3A, FAM/TAMRA ssDNA deamination fluorescence; inhibition, % at 20 µM; actives 0.41% (n = 330,000);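 active = at least 40% inhibition at 20 µM here, with at most 30% in a related deaminase screen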;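 note: plate controls were A3A with DMSO for no effect and wells lacking A3A enzyme for full effect; some results filed as inactive read as strong as hits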
hIAP inh: human IAP inhibitors, primary screen, biochemical, luminescence, uHTS; Intestinal-type alkaline phosphatase (Homo sapiens), P09923; purified IAP, CDP-Star luminescence, 30 min; actives 0.12% (n = 330,000); inhibition, % at 10 µM;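 active = inhibition reaching a set limit with compound at 10 µM in the primary screen, cut at about 35% in these data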;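 note: plate controls were DMSO wells with enzyme for no effect and no-enzyme buffer wells for full effect; values of inactives mirror those of a sister screen read the other way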
Target sequence (P09923 whole entry, looked up): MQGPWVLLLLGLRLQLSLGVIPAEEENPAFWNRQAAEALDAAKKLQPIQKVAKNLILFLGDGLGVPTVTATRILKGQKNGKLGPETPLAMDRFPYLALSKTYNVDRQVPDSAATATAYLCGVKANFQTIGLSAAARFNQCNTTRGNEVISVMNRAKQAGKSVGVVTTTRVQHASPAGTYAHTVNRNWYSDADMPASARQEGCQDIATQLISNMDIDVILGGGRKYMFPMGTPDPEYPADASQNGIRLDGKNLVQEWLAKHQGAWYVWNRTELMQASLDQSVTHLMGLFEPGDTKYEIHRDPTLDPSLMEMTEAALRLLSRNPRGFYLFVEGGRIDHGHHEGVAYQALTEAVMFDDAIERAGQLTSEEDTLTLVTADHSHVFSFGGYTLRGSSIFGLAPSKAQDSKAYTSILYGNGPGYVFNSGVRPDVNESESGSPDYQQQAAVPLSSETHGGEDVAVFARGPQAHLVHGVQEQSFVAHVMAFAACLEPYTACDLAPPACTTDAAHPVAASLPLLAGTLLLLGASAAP
APOBEC3G inh: APOBEC3G DNA deaminase inhibitors, primary screen, biochemical, fluorescence, single-stranded DNA substrate, uHTS; recombinant A3G, ssDNA deamination FAM/TAMRA fluorescence; actives 0.28% (n = 330,000); inhibition, % at 20 µM; DNA dC->dU-editing enzyme APOBEC-3G (Homo sapiens), Q9HC16;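 active = inhibition of at least 40% at 20 µM, with no more than 30% in the related APOBEC3A deaminase screen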;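 note: plate controls were DMSO wells with A3G for no effect and wells lacking A3G enzyme for full effect; some compounds called inactive have numbers as strong as hits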
hIAP activ: human IAP activators, primary screen, biochemical, luminescence, uHTS; activation factor at 10 µM; Intestinal-type alkaline phosphatase (Homo sapiens), P09923; actives 0.16% (n = 330,000); purified human IAP, CDP-Star luminescence, 30 min; stronger effect = higher value; 1 = vehicle-only enzyme, 0 = enzyme-free background;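 active = activation factor of the enzyme at least 2-fold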; note: the source names both 10 and 20 µM as test concentration; values of inactives mirror those of a sister screen read the other way
MIN6 prolif: inducers of MIN6 beta-cell proliferation, primary screen, ATP luminescence, uHTS | AID 2380, 2010 | MIN6 cells proliferation, ATPlite luminescence, 48 h; cells starved in 0.2% serum; 100% = growth in 10% serum | proliferation, % at 10 µM | actives 0.29% (n = 330,000);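 active = compounds whose signal lies at least 3.5 SD above the mean of all wells on their plate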;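 note: 0% = DMSO-treated cells in low-serum medium and 100% = 10% serum control; some compounds called inactive have numbers as strong as hits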
ATG4B inhibitor: ATG4B protease inhibitors, primary screen, biochemical, fluorescence, uHTS; inhibition, % at 8.33 µM; AID 504462, 2011; ATG4B cleavage of LC3-PLA2, NBD-HPC fluorescence, 1 h; actives 0.51% (n = 340,000); in the data active = inhibition above about 40%
Target sequence (Q9Y4P1 whole entry, looked up): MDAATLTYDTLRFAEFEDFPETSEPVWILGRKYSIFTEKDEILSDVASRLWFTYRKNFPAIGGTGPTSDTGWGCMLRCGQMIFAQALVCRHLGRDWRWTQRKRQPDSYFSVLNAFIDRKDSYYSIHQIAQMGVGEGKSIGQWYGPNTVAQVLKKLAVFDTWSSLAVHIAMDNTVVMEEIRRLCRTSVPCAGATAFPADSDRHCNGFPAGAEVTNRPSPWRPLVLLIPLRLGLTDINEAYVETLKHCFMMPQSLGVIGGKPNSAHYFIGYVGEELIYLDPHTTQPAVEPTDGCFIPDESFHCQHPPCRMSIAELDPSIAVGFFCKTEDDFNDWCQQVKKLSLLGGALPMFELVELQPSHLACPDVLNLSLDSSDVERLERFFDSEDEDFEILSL
MPTP block: mitochondrial permeability transition pore inhibitors, primary screen, biochemical, isolated mouse mitochondria, absorbance. Ca2+ swelling absorbance, 30 min. inhibition, % at 10 µM. actives 1.4% (n = 360,000);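 active = inhibition of 50% or more, scaled per plate between neutral and stimulator controls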;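 note: 0% = DMSO wells given calcium and 100% = 1 mM EGTA wells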
mIAP inh: inhibitors of mouse IAP, primary screen, biochemical, luminescence, uHTS; intestinal alkaline phosphatase [Mus musculus]; purified mouse IAP, CDP-Star luminescence, 30 min; inhibition, % at 10 µM; actives 0.2% (n = 330,000); AID 2806, 2010;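 active = inhibition of at least 40% at 10 µM in the primary screen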;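 note: plate controls were DMSO with enzyme for no effect and no enzyme wells for full effect; values of inactives mirror those of a sister screen read the other way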
* marks the source's active call; other numbers are inactive results. Rows were taken by chance, and some 3.3% of all compounds hit somewhere here.

Fields – mIAP act	APOBEC3A inh	hIAP inh	APOBEC3G inh	hIAP activ	MIN6 prolif	ATG4B inhibitor	MPTP block	mIAP inh
CCCC(O)(CCN1CCOCC1)c1ccc(Br)cc1 (configuration not stated)
→ 1	-3	-19	-3	1.2	2	-11	1.9	-3
CC(C)(C)OC(=O)NCc1ccc(NC(=O)c2nc[nH]c2C(=O)N[C@@H](Cc2ccccc2)C(=O)OCc2ccccc2)cc1
→ 0.97	-4	-24	-6	1.2	-8	-9	-0.2	3
Nc1nc(NCC(=O)O)nc(N2CCCCCC2)c1[N+](=O)[O-]
→ 1	-1	-6	-8	1.1	3	3	-0.1	0
S=c1[nH]nc(-c2cccnc2)n1/N=C/C=C/c1ccco1
→ 0.53	52	3	73	0.97	-3	0	1.8	47*
COc1ccc(C(=O)Nc2ccccc2C(=O)NC(Cc2ccc(O)cc2)C(=O)NNC(=O)c2ccccc2)cc1 (configuration not stated)
→ 0.97	0	-4	-1	1	0	-3	0.5	3
CC(C)[C@H](NC(=O)N1CC(=O)Nc2ccccc21)C(=O)N[C@@H](Cc1ccccc1)C(=O)O
→ 0.91	-3	3	-9	0.97	6	-2	-0.1	9
COc1cccc(OCc2nnc(SCC(=O)OCc3ccccc3)o2)c1
→ 0.95	3	4	-7	0.96	-1	-5	-2.4	4
O=C(CCN1C(=O)C2C3CCC(C3)C2C1=O)Nc1ccc(Cl)cc1Cl (configuration not stated)
→ 1	-6	-10	-5	1.1	-2	2	-0.9	-4
COc1ccc(-c2cnn3c(N)c(S(=O)(=O)c4ccccc4)cnc23)cc1
→ 1	-3	-50	-4	1.5	0	-10	2.6	-1
Cc1ccc(NS(=O)(=O)c2ccc(Cl)c(C(=O)O)c2)cc1S(=O)(=O)N1CCOCC1
→ 0.98	1	4	-4	0.96	0	7	-0.9	2
O=C(Oc1c(Cl)cc(Cl)c2cccnc12)c1cccc([N+](=O)[O-])c1
→ 0.95	1	-12	0	1.1	0	3	2.3	5
CC(=O)NS(=O)(=O)c1ccc(N2C(=O)CC(Sc3nccc(C)n3)C2=O)cc1 (configuration not stated)
→ 1.1	1	2	1	0.98	1	-2	-0.6	-9
CCOc1cc(N2CCOCC2)c(OCC)cc1NC(=S)NCCCOC
→ 0.92	-7	-19	-12	1.2	-2	-6	-0.3	8
COc1ccc(CCNS(=O)(=O)CC23CCC(CC2=O)C3(C)C)cc1OC (configuration not stated)
→ 0.93	-4	16	-1	0.84	0	-4	0.5	7
COc1ccc(CCNC(=O)COC(=O)Cc2ccccc2[N+](=O)[O-])cc1
→ 1.1	0	4	-3	0.96	-2	5	-0.3	-7
CCOC(=O)CSc1ncc(-c2ccccc2)cn1
→ 1.1	1	-4	1	1	-4	1	1.1	-8
CC1C2CC(CC1(C)C)N(C(=O)Nc1ccc3nccnc3c1)C2 (configuration not stated)
→ 1	-1	-2	-2	1	-1	1	-7.1	-1
N#CC1=C(N)SC(N)=C(C#N)C1Cc1ccccc1
→ 1	-5	-9	48*	1.1	-2	0	77*	-2
O=C(O)C1CCCCN1C(=O)c1cc2c(s1)CCCCC2 (configuration not stated)
→ 1	-2	17	-4	0.83	-1	4	0.3	0
CCN(Cc1nc2ccccc2c(=O)[nH]1)C(=O)C1CC(=O)N(c2cccc3ccccc23)C1 (configuration not stated)
→ 1	1	6	-3	0.94	-1	-14	0.3	0
COc1nc(NCc2ccc(Cl)cc2)nc(OC)n1
→ 0.95	3	11	-5	0.89	-3	-4	5.4	5
O=c1cc(CSc2ccccc2)nc(-c2ccncc2)[nH]1
→ 1	-1	5	-3	0.95	2	-2	-0.3	-3
Cc1ccc(C(=O)COC(=O)c2ccncc2)cc1[N+](=O)[O-]
→ 1	-3	-1	-4	1	-1	7	-0.9	-4
CC(=O)c1c(C)n(-c2ccc(Br)cc2)c2ccc(O)cc12
→ 1	-2	-20	0	1.2	-1	-3	0.3	-1
O=C1CS/C(=N/N=C/c2ccccc2)N1c1ccc(O)cc1
→ 0.78	-2	-1	0	1	2	-9	-0.8	22
O=C(NCc1ccco1)NC1CCCCC1
→ 0.93	0	-25	-7	1.3	-2	-2	-2.6	8
COc1ccc(C(=O)N2CCC(C(=O)O)CC2)cc1
→ 0.95	1	23	-5	0.77	1	3	-0.3	5
C=CCN(CC=C)S(=O)(=O)c1ccc(NC(=S)NC(=O)c2ccco2)cc1
→ 0.94	-1	13	7	0.87	-2	4	-0.7	6
CCN(CC)C(=O)COc1ccc(-c2nnc(N3CCCCC3)c3ccccc23)cc1
→ 0.99	-3	5	-4	0.95	-3	-11	-0.7	1
CSCCC(NC(=O)c1ccc(Cl)cc1)C(=O)NC(C)(C)C (configuration not stated)
→ 1.2	-2	-9	-5	1.1	-5	-3	1.8	-16

Exported with each value named: entries from further up.
molecule: COc1ccc(CCNS(=O)(=O)CC23CCC(CC2=O)C3(C)C)cc1OC (configuration not stated)
  mIAP act: 0.93 | APOBEC3A inh: -4 | hIAP inh: 16 | APOBEC3G inh: -1 | hIAP activ: 0.84 | MIN6 prolif: 0 | ATG4B inhibitor: -4 | MPTP block: 0.5 | mIAP inh: 7

molecule: O=c1cc(CSc2ccccc2)nc(-c2ccncc2)[nH]1
  mIAP act: 1 | APOBEC3A inh: -1 | hIAP inh: 5 | APOBEC3G inh: -3 | hIAP activ: 0.95 | MIN6 prolif: 2 | ATG4B inhibitor: -2 | MPTP block: -0.3 | mIAP inh: -3

An excerpt from above in order of length of the SMILES, low to high:
Fields – mIAP act	APOBEC3A inh	hIAP inh	APOBEC3G inh	hIAP activ	MIN6 prolif	ATG4B inhibitor	MPTP block	mIAP inh
O=C(NCc1ccco1)NC1CCCCC1
→ 0.93	0	-25	-7	1.3	-2	-2	-2.6	8
CCN(CC)C(=O)COc1ccc(-c2nnc(N3CCCCC3)c3ccccc23)cc1
→ 0.99	-3	5	-4	0.95	-3	-11	-0.7	1
COc1ccc(C(=O)Nc2ccccc2C(=O)NC(Cc2ccc(O)cc2)C(=O)NNC(=O)c2ccccc2)cc1 (configuration not stated)
→ 0.97	0	-4	-1	1	0	-3	0.5	3

The list continues:
Fields – mIAP act	APOBEC3A inh	hIAP inh	APOBEC3G inh	hIAP activ	MIN6 prolif	ATG4B inhibitor	MPTP block	mIAP inh
CN(C(=O)c1cc2ccccc2cc1O)C1CCCCC1
→ 0.95	-2	-5	-5	1.1	-1	-11	0.6	4
CCOC(=O)CNC(=O)CCCCCC(=O)NCC(=O)OCC
→ 1	-1	13	-2	0.87	-1	-5	-0.9	0
CC(C)C(OC(=O)c1cccs1)C(=O)NCc1ccco1 (configuration not stated)
→ 0.93	1	0	-1	1	-1	-7	0.2	7
CCCSc1nc2c(c(=O)n1CC)SC(C)C2 (configuration not stated)
→ 1	-1	-16	-3	1.2	-6	-4	0.8	-1
O=C(Cc1cn(Cc2cccc(Cl)c2)c2ccccc12)N1CCCCCC1
→ 0.97	0	-4	-7	1	-5	50*	-20	3
O=C(O/N=C\c1ccc(N2CCCCC2)c([N+](=O)[O-])c1)c1ccc(Cl)cc1Cl
→ 0.92	-4	23	-5	0.77	-4	-8	-2.4	8
COc1ccc(NC(=O)COC(=O)c2ccc(C)c(S(=O)(=O)N3CCCCC3)c2)cc1
→ 0.93	0	-2	-7	1	-4	-9	-1.8	7
CCCCn1nc(C(=O)NNC(=O)c2ccncc2)c2ccccc2c1=O
→ 0.91	1	-33	-1	1.3	-3	-6	0.3	9
O=C(CN1CCN(c2ccccc2)CC1)Nc1nnc(-c2ccccc2)s1
→ 0.95	-5	11	-7	0.89	2	6	1.7	5
CC(C)CCn1c(Sc2nc3ccccc3o2)nc2c1c(=O)[nH]c(=O)n2C
→ 0.91	3	-11	1	1.1	-3	-1	2.2	9
NC(=O)C1c2ccccc2Oc2ccccc21
→ 1.1	3	-3	2	1	1	-4	-1.0	-8
CC(C)(C)c1ccc(OCC(O)CNC(=O)c2ccccc2C(=O)O)cc1 (configuration not stated)
→ 0.97	2	0	-5	1	0	11	0.7	2
CC1CC(C)CN(S(=O)(=O)c2ccc3c(c2)oc(=O)n3CC(=O)N(C)Cc2ccccc2)C1 (configuration not stated)
→ 1.1	-3	-4	-12	1	0	-3	-1.4	-6
CCOc1ccc(CCNC(=O)COC(=O)c2c(OC)cccc2OC)cc1OCC
→ 1	-2	-10	-7	1.1	2	-7	-0.2	0
O=C(Nc1ccc(Cl)c([N+](=O)[O-])c1)C(Sc1ccccc1)c1ccccc1 (configuration not stated)
→ 0.89	0	21	-4	0.79	-6	7	105*	11
COc1ccc(S(=O)(=O)Nc2c(C)cccc2C)cc1-n1cnnn1
→ 0.95	0	2	-7	0.98	3	-15	1.4	5
CN(C)CCCNC(=O)Cc1ccc(Br)cc1
→ 1	-4	-5	-5	1.1	0	2	-0.5	-2
COC(=O)C(C)(C)ONC(=O)Nc1ccc([N+](=O)[O-])cc1
→ 0.96	0	2	2	0.97	-1	-1	0.1	4
CN(C)S(=O)(=O)c1ccc(C(=O)N2CCN(C(=O)C3CCCO3)CC2)cc1 (configuration not stated)
→ 0.95	1	-13	-2	1.1	5	0	-1.4	5
CCOC(=O)CSc1nc2cc3c(cc2cc1CC)OCCO3
→ 0.95	1	5	-1	0.95	0	-6	-1.9	5
OCCC1CN(Cc2cc3c(cc2Cl)OCO3)CCN1Cc1ccccc1 (configuration not stated)
→ 1	1	13	1	0.87	-4	-3	1.4	-5
CC(C)c1ccc(/C=N/NC(=O)c2ccc(-n3cnnn3)cc2)cc1
→ 0.98	-2	8	-15	0.92	-2	-9	0.0	2
CCNc1nc(N2CCCCC2)nc(-n2nnc(C(=O)OCC)c2C)n1
→ 1	1	-6	-1	1.1	2	-7	3.7	-2
Cc1ccc(C(=O)/C=C/C(=O)O)cc1
→ 0.88	-1	3	3	0.97	-1	8	0.0	12
Cc1nn(CC(=O)N2CCCC2)c(=O)c2nn(-c3ccccc3)c(C)c12
→ 0.96	-9	-22	-6	1.2	-2	1	-0.9	4
N=c1c2c(-c3ccccc3)c(-c3ccccc3)n(Cc3ccccc3)c2ncn1CCO
→ 1	-4	-24	-5	1.2	-6	3	0.0	-3
COc1c2ccoc2c(OC[C@@H](O)C(C)(C)O)c2oc(=O)ccc12
→ 0.96	1	12	-11	0.88	-4	-1	-0.6	4
CC(=O)Nc1nc2nc(-c3ccccc3)cc(-c3ccccc3)n2n1
→ 0.98	-2	17	0	0.83	-1	-7	0.7	2
